Source: PubChem BioAssay (several laboratories)
Vif inh: inhibitors of HIV Vif; AID 602346; 340,000 compounds, 0.35% hits; inhibition, % at 7.49 µM; HEK293T cells, Vif self-association by quenched fluorescence, imaging, 24 h; in the data active = inhibition above about 50%, passing the limit was not always enough; inconclusive = no clear call, values can overlap the other calls; inactive = below about 31%; note: some results filed as inactive read as strong as hits
MC4R antag cAMP: human MC4R antagonism in cAMP assay | inhibition, % at 6.5 µM | AID 540295 | MC4R-expressing cells, MTII-stimulated cAMP, LANCE TR-FRET | 360,000 compounds, 0.48% hits | P32245;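 active = inhibition above its plate's cutoff, the mean of tested wells on that plate plus 3 SD, cut at about 29% in these data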;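 note: 0% = Melanotan II alone and 100% = Melanotan II plus saturating MCL0020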
Target sequence (P32245 whole entry, looked up): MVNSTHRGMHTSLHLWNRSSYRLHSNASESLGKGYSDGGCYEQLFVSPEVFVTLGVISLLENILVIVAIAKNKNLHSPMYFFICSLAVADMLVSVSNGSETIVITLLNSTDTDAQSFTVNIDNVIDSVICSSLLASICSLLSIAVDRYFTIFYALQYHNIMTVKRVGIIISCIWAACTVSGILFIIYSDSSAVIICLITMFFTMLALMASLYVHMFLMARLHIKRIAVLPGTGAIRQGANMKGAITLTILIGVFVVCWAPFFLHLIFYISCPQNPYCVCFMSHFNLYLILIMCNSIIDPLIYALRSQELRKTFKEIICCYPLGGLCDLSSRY
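Material – human MC4R-expressing U2OS cells · Repeats – no replicates · Detection – TR-FRET with Eu-cAMP and labeled anti-cAMP, 671 nm · Times – compound 30 min, challenge 1 h, detection 1 h · Compound – single nominal compound dose of 6.5 µM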
aDG glyco act: increases alpha dystroglycan glycosylation; AID 624168; activation, % at 10 µM; 360,000 compounds, 0.22% hits; Pro5-aDG cells, alpha-DG glycosylation AlphaScreen (IIH6); 0% Pro5, 100% B10-LARGE cell signal;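 active = activation of at least 8% versus controls, or a plate z-score of at least 8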;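 note: Pro5 are CHO cells carrying HIG-tagged alpha-DG that lacks glycosylation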
TLR9-MyD88 block: inhibitors of human TLR9-MyD88 binding; CHO BLA complementation TLR9-MyD88, CCF4 FRET ratio; 340,000 compounds, 0.21% hits; Q9NR96+Q99836; inhibition, % at 4.98 µM;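 active = inhibition above the mean over all tested compounds plus 3 SD, cut at about 21% in these data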;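 note: 0% = DMSO only wells and 100% = clavulanate BLA inhibitor control wells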
ABCB6 inh MLPCN: blocks the human ABCB6 transporter; AID 602162; Q9NP58; 360,000 compounds, 0.19% hits; fluorescence ratio to DMSO, % at 10 µM; K562-ABCB6 porphyrin accumulation, flow cytometry, 1 h; hits give low values;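 active = fluorescence ratio to DMSO below 75%, the collection mean minus 3 SD; inconclusive = too few cells collected in the well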;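 note: signal is porphyrin accumulated inside mitochondria; 100% equals median channel fluorescence of DMSO control wells; lower ratio means ABCB6 inhibition with less porphyrin fluorescence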
Exocytosis inh: lytic granule exocytosis inhibition | TALL-104 LAMP-1 surface exposure, flow cytometry; cells stimulated with thapsigargin and PMA | inhibition, % at 10 µM | 360,000 compounds, 0.66% hits;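 active = inhibition above about 55%, limit read from the data; inconclusive = no clear call, values can overlap the other calls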
N-glyco inh: N-linked glycosylation inhibition | AID 588692 | 360,000 compounds, 0.23% hits | reporter increase, % at 12.5 µM | D54 ERlucT glycosylation luciferase reporter, 24 h; percent of 100 nM tunicamycin response;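 active = mean luciferase reporter signal, scaled so untreated is 0 and the glycosylation-blocking control 100, at or above a set limit in every replicate; inconclusive = mean reaches the limit but not every replicate does; inactive = mean below the limit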;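 note: luciferase carries N-glycosylation sites so blocking glycosylation raises the light; 0% = median of neutral control wells and 100% = median of 100 nM tunicamycin wells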
MC4R ag barr: activates human MC4R beta-arrestin recruitment. U2OS MC4R beta-arrestin complementation, luminescence; percent of melanotan II response, DMSO zero. P32245. 360,000 compounds, 0.98% hits. activation, % at 8.9 µM;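 active = activation above a per-plate cutoff, the mean activation of sample wells on that plate plus 3 SD, cut at about 8% in these data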
NOD2 RIPK2 PPI: blocks binding of human NOD2 to RIPK2. O43353. CHO BLA complementation NOD2-RIPK2, CCF4 ratio. inhibition, % at 4.98 µM. 360,000 compounds, 0.38% hits; in the data active = inhibition above about 21%;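 note: 0% = vehicle only and 100% = reference blocker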
Target sequence (O43353 whole entry, looked up): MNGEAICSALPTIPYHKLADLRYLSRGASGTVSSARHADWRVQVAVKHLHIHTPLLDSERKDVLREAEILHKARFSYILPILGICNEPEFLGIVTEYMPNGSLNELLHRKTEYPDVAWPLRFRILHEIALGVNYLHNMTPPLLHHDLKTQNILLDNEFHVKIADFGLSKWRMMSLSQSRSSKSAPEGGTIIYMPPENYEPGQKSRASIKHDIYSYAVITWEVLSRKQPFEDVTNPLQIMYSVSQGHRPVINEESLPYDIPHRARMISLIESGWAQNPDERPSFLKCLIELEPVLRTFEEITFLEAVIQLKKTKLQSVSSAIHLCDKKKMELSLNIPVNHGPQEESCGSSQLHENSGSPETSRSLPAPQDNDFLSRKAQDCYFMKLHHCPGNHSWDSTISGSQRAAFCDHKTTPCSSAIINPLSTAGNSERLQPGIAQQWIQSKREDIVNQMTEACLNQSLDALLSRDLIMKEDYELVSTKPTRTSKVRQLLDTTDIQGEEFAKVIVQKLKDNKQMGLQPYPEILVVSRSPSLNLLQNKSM
ABHD5-PLIN5 inh: inhibitors of human ABHD5-perilipin-5 interaction; Q00G26+Q8WTS1; AID 602281; Split G. princeps luciferase complementation, luminescence, 4 h; 360,000 compounds, 0.78% hits; inhibition, % at 4 µM;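 active = inhibition above the mean inhibition across every tested compound plus 3 SD, cut at about 22% in these data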;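 note: 0% = DMSO only wells and the 100% control is not disclosed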
* marks the source's active call; other numbers are inactive results; ? = inconclusive; nt = no result given.

SMILES	Vif inh	MC4R antag cAMP	aDG glyco act	TLR9-MyD88 block	ABCB6 inh MLPCN	Exocytosis inh	N-glyco inh	MC4R ag barr	NOD2 RIPK2 PPI	ABHD5-PLIN5 inh
COC(=O)CSc1nnc(CNc2ccc(Cl)cc2)n1Cc1ccccc1	-1	0	0.6	-9	97	2	4	-0.1	3	0
Cc1cc(NC(=O)c2ccc(C)o2)no1	-3	-5	0.0	5	92	-1	0	1.6	-12	10
CCOC(=O)C(C(=O)OCC)C1N=C(N)N=C2Oc3ccccc3N21 (stereo not given)	-8	2	-0.3	-6	94	-6	0	-0.1	1	-3
CCn1c(C)nc2cc(C(=O)NNC(=S)Nc3ccc(OC)cc3)ccc21	3	-1	0.6	7	89	8	-3	-2.7	-7	6
CC(C)Cc1nc(S(=O)(=O)c2ccc(Cl)cc2)c(N2CCOCC2)o1	8	0	-0.1	-3	103	-2	4	-1.1	3	4
O=C(O)c1cccc(NS(=O)(=O)c2ccc3c(c2)OCCCO3)c1	0	6	-0.2	-4	88	3	3	0.0	1	-4
C[C@@H]1CN([C@H](C)CO)C(=O)c2cc(NC(=O)Cc3cn(C)c4ccccc34)ccc2O[C@H]1CN(C)S(=O)(=O)c1ccc(F)cc1	-6	4	0.1	7	97	-9	-1	0.1	3	-3
COc1cccc(-c2ccc(NC(=O)C3CCCN(CCCn4nc(C)cc4C)C3)cc2)c1 (stereo not given)	-2	4	2.0	-25	98	31	-1	-0.8	-16	7
O=S(=O)(/N=C(/Nc1ccccc1F)c1ccccc1)c1ccccc1	-3	3	0.2	0	95	-2	0	-0.8	-4	-2
O=C(c1cccc(S(=O)(=O)N2CCN(c3ccc(F)cc3)CC2)c1)N1CCCCCCC1	-12	8	0.5	-2	97	2	-1	-3.0	-10	-7
Nc1c(S(=O)(=O)c2cccs2)c2nc3ccccc3nc2n1/N=C/c1cccc(O)c1	21	17	-0.7	2	97	15	0	8.4*	2	2
CCc1ccccc1NC(=O)CN(C)C(=O)c1cccc(S(=O)(=O)N2CCCCCC2)c1	-2	7	0.3	-3	99	3	-2	-1.8	5	-3
CCCCc1cc(=O)oc2cc(OCC(=O)N(CC)CC)ccc12	-15	-3	-0.1	-4	94	2	-2	-1.2	0	-5
O=C(COc1cccnc1[N+](=O)[O-])NCc1ccccc1	-1	-8	-0.1	-9	97	1	-1	-0.3	-10	1
N=C(SC1CC(=O)N(c2ccc(F)cc2)C1=O)N1N=C(c2ccccc2)CC1c1ccccc1 (stereo not given)	9	1	0.0	-3	104	4	1	2.7	-2	4

(further entries)
SMILES	Vif inh	MC4R antag cAMP	aDG glyco act	TLR9-MyD88 block	ABCB6 inh MLPCN	Exocytosis inh	N-glyco inh	MC4R ag barr	NOD2 RIPK2 PPI	ABHD5-PLIN5 inh
O=C1OC(c2ccccc2)=NC12CC2c1ccc(Cl)cc1 (stereo not given)	1	29*	-0.1	-4	107	24	1	-0.5	-4	5
CC(NC(=O)COC(=O)c1ccccc1F)C1CC2CCC1C2 (stereo not given)	-3	3	0.0	-6	103	-6	2	0.6	-1	-5
CC(=O)NC(c1cccs1)c1cc(F)c2cccnc2c1O (stereo not given)	0	-1	0.7	-2	102	-10	-9	-1.7	7	-1
CSc1ccccc1-c1nnc(-c2ccc(Cl)cc2)o1	nt	12	0.8	-3	100	0	-3	0.9	7	8
O=C(CSc1ccccc1)N[C@@H](Cc1ccccc1)C(=O)O	-2	4	0.2	3	98	-1	2	-0.1	-13	12
CCN(c1ccccc1)S(=O)(=O)c1ccc(OC)c(NC(=O)C2=NN(c3ccccc3)C(=O)CC2)c1	20	17	-0.2	-10	102	13	-6	1.6	-12	-1
CCCCOC(=O)C1CN(c2ccccc2)N=C1C(C)=O (stereo not given)	8	12	0.3	8	99	-4	-1	-0.1	16	3
CN1CCSc2ccc(C(=O)NCc3cccc(Br)c3)cc21	-6	12	-0.2	-6	98	-3	-1	-0.9	-11	1
CS(=O)(=O)N(CCc1ccccc1)CC(=O)N1CCN(c2ccccc2F)CC1	nt	7	0.2	-5	84	0	1	-1.3	-8	-1
COc1ccc(S(=O)(=O)N2c3ccccc3OCC2c2ccccc2)cc1 (stereo not given)	-11	-5	0.2	4	94	21	3	-0.5	-10	-4
Cc1ccc(CNC(=O)CN(C(=O)C2(C)CC(=O)N=C3C=CC=CN32)c2cccc(C)c2C)cc1 (stereo not given)	-6	0	2.6*	7	98	-13	-3	0.2	5	-2
Cc1ccc(NC(=S)N=Nc2c(O)[nH]c3ccccc23)cc1	-5	-8	3.0	-10	104	5	9	-4.3	-9	-6
COc1ccc(C(=O)Nc2cccc(/C=C(\CCC(=O)O)c3nc4ccccc4s3)c2)cc1	-3	14	-0.3	-9	98	-1	1	-0.5	-10	0
Cc1cc(-c2ccc([N+](=O)[O-])cc2)cc(C)n1	-22	0	0.1	1	96	-15	-3	-0.8	1	4
CC1(C)C(=O)Nc2ccccc2N1C(=O)CN1C(=O)c2ccccc2C1=O	-2	8	0.1	4	97	0	-1	1.3	5	-5

Further structures.
SMILES	Vif inh	MC4R antag cAMP	aDG glyco act	TLR9-MyD88 block	ABCB6 inh MLPCN	Exocytosis inh	N-glyco inh	MC4R ag barr	NOD2 RIPK2 PPI	ABHD5-PLIN5 inh
CCOC(=O)c1c(-c2ccccc2)nc2cc(C)ccn12	3	-2	0.1	-8	95	-1	5	-2.2	-6	-2
O=[N+]([O-])c1ccc(O)c(/C=N/NC(=S)Nc2ccc(Cl)cc2Cl)c1	-5	14	-0.3	6	98	?	-4	-5.3	2	-2
CCOC(=O)c1ccc(NC(=S)N2CCC(C(N)=O)CC2)cc1	-4	9	0.0	-7	99	9	-1	-1.6	-8	1
O=C(O)c1ccc(Cl)c(NCc2ccncc2)c1	5	5	0.1	-4	98	-8	2	-0.7	-3	-3
CCC1CCc2c(sc(NC(=O)c3ccoc3C)c2C(N)=O)C1 (stereo not given)	0	3	0.0	-1	111	-4	2	0.3	-1	-3
CC(=O)Nc1ccccc1-c1nn[nH]n1	9	-10	-0.1	-1	110	7	1	2.2	2	-2
Cc1ccc(NCCCn2ccc(NC(=O)OCc3ccccc3)nc2=O)cc1C	nt	0	-0.3	0	96	-2	1	-1.9	6	-2
CCOC(=O)N1CCN(C(=O)c2ccccc2N(Cc2ccccc2)S(=O)(=O)c2ccccc2)CC1	-50	4	0.1	-11	99	79*	1	-1.3	-3	-6
O=C(COc1ccccc1)Nc1ncccn1	nt	-3	-0.2	-2	101	8	-1	-0.9	-16	-3
CC(C)OCC1CC(CC(=O)NC(=S)Nc2cccc([N+](=O)[O-])c2)C(=O)O1 (stereo not given)	nt	13	0.0	-1	102	-2	2	0.3	3	1
N#Cc1ccc(CSc2nnc(-c3ccccn3)n2-c2ccc(Cl)cc2)cc1	-2	0	0.6	6	95	0	-1	0.7	-1	3
O=C(NCc1ccccc1)C(c1ccncc1)N(C(=O)c1csnn1)C1CC1 (stereo not given)	0	3	-0.1	1	94	-2	2	-0.5	4	1
COc1ccc([N+](=O)[O-])cc1C(=O)Nc1ccc(OCC(=O)N2CCOCC2)cc1	-24	11	0.2	-2	91	-7	-1	-1.6	-7	2
CCCCN(C(=O)c1sc2nc3n(c(=O)c2c1C)CCC3)c1c(N)n(CC(C)C)c(=O)[nH]c1=O	9	5	-0.1	0	100	-1	2	-1.1	-13	-10
Cc1c(N2C(=O)C(=O)/C(=C(/O)c3ccccc3)C2c2ccc(F)cc2)c(=O)n(-c2ccccc2)n1C (stereo not given)	5	-4	-0.1	0	105	2	2	-0.2	-1	-1

Next results
SMILES	Vif inh	MC4R antag cAMP	aDG glyco act	TLR9-MyD88 block	ABCB6 inh MLPCN	Exocytosis inh	N-glyco inh	MC4R ag barr	NOD2 RIPK2 PPI	ABHD5-PLIN5 inh
CCCc1c(-c2ccc(Cl)cc2)ncn1CCc1ccccc1OC	nt	nt	0.2	nt	119	18	nt	nt	7	-5
Cc1cc(C)n(-c2ccc(C(=O)N3CCc4ccccc43)cc2)n1	0	4	0.3	11	95	0	1	-1.1	-3	3
O=C1/C(=C/c2cccs2)CCC1C1CCCC1 (stereo not given)	0	11	0.1	-20	100	2	0	-0.2	-7	-8
CC(Sc1nc2ccccc2c(=O)n1CC1CCCO1)C(=O)N(C)Cc1ccccc1 (stereo not given)	-3	2	-0.1	-9	98	-6	-1	-1.4	7	4
Cc1nnc(SCc2ccc(Cl)c(Cl)c2)s1	-8	-3	0.0	-5	98	0	0	0.0	6	3
Cc1ccc(C(=O)OCC(=O)Nc2ccc3[nH]c(=O)[nH]c3c2)cc1S(=O)(=O)N1CCOCC1	4	3	-0.1	8	98	-8	2	-4.1	2	2
COc1ccccc1N/C(N)=N/c1nc(C)cc(C)n1	-3	-4	0.2	-4	97	0	2	-0.8	3	0
COc1nonc1NCn1nc(C)cc1C	nt	1	0.1	5	108	0	0	-1.6	-14	0
CC1(C(=O)NCc2ccccc2)CN(S(C)(=O)=O)CC(=O)N1C1CC1 (stereo not given)	nt	nt	0.0	nt	nt	-3	nt	nt	-17	2
CC(C)n1nnnc1SCC(=O)NCCc1ccccc1	3	-2	-0.2	6	100	3	-1	2.9	2	13
COc1ccc(-c2nc(C#N)c(N3CCCCCC3)o2)cc1	-2	7	-0.4	3	96	-5	2	1.1	-12	-1
COCCCn1c(=O)c2sccc2n(Cc2ccccc2)c1=O	-1	7	-0.1	6	96	9	-1	3.3	10	-1
COc1ccc(-c2ccc(S(=O)(=O)N3CCCC3)cc2)cc1	-5	9	-0.1	-14	101	-1	0	-2.6	8	3
O=[N+]([O-])c1nn(-c2ccc3c(c2)OCCO3)n(O)c1=NC1CCCCC1	-10	7	0.1	-2	98	-1	2	-1.9	-7	3
Cc1ccc(S(=O)(=O)Nc2ccc3c(c2)C(=O)N([C@@H](C)CO)C[C@@H](C)[C@@H](CN(C)S(=O)(=O)c2ccccc2)OCCCC[C@H](C)O3)cc1	-1	11	0.2	1	94	1	-6	-2.6	-3	-7

Following part
SMILES	Vif inh	MC4R antag cAMP	aDG glyco act	TLR9-MyD88 block	ABCB6 inh MLPCN	Exocytosis inh	N-glyco inh	MC4R ag barr	NOD2 RIPK2 PPI	ABHD5-PLIN5 inh
Cc1ccccc1-n1ncc2c1CC(C)(C)CC2NC(=O)CCCN1CCCC1=O (stereo not given)	-1	2	0.1	8	99	5	2	-5.3	2	2
CN1CCN(C(=O)c2c(O)c3cccc4c3n(c2=O)CCC4)CC1	-5	1	-0.1	3	99	-1	-1	0.1	-4	2
Cc1ccc(NC(=S)NC(NC(=O)Cc2cccc3ccccc23)C(Cl)(Cl)Cl)cc1 (stereo not given)	nt	14	0.0	-18	94	0	?	-1.2	-14	-10
COc1ccc(C2=NOC(C(=O)NCc3ccccn3)C2)cc1 (stereo not given)	3	-4	0.0	-2	86	4	2	-0.5	-6	2
CC(C)Cn1cnc2c(SCc3ccccn3)nc(N)nc21	-1	3	-0.1	-6	96	-3	5	0.3	-5	2
O=C(c1ccc(-c2ccccc2)cc1)N1CCC2CC1c1cc(-c3ccc4c(c3)OCO4)ccc12 (stereo not given)	-5	nt	-0.1	nt	85	-1	1	nt	-7	-6

Some of the compounds tested (hit frequency here may not be typical).
